# ALOX12 inh = ALOX12 (human) lipoxygenase inhibition. Potency, µM (titrated, usually from 108 µM), for inactives: at the top dose activity change, negative = inhibition, usual class: inhibitors. P18054. purified 12hLO, xylenol orange hydroperoxide absorbance. hit rate 1.1% among 580,000; active means well fitted inhibition curve with a large enough effect; inconclusive means small, poorly fitted or top-dose-only effect, or another doubt; inactive means no such curve, though single readings can be large or run the other way
# Target sequence (P18054 whole entry, looked up): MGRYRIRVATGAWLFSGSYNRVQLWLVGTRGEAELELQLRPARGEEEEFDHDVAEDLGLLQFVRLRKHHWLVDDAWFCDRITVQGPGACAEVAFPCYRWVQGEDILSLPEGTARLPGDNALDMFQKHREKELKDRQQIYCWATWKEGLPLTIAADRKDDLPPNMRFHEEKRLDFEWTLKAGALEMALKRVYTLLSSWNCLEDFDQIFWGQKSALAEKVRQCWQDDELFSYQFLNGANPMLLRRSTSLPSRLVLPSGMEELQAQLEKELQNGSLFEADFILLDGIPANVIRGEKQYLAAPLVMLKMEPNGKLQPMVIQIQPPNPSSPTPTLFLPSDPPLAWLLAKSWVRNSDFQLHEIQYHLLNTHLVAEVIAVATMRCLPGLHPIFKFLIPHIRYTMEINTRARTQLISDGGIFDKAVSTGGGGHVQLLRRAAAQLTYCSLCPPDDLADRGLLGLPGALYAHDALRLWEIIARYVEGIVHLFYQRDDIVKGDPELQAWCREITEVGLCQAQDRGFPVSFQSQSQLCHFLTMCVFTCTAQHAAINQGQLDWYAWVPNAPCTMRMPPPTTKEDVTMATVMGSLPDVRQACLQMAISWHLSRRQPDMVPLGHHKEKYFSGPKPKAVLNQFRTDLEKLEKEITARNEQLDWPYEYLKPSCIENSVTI
#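 Purified human 12hLO (150 nM final) in 25 mM Hepes, 0.01% Triton X-100, pH 7.0 was preincubated 15 min at room temperature with compound. Then 40 uM arachidonic acid was added, 30 min. Hydroperoxide was read by Fe-XO absorbance ratio 573/405 nm.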
# * = called active by the depositor; u = inconclusive; [ ] = remark or other dose. On the % scale 0 is the no-effect control and ±100 the full control effect; potency means the concentration at half of the fitted maximal effect. These rows are one share of the data; the hit share may differ from the screen's.
# A first look:
compound	ALOX12 inh
Cc1ccc(C(=O)NCCN2CCC3(CC2)C(=O)NCN3c2ccccc2)cc1	u
COc1cc2c(cc1-c1ccncc1)NC(=O)C21CCN(C(C)=O)CC1	-24%[176 µM]
CN1C(=O)CO[C@H]2CN(C3CCOCC3)C[C@H]21	67%[activator][176 µM]
CC(C)(C)c1o[nH]c(=O)c1C[C@H](N)C(=O)O	u
O=C1CCC[C@H]2[C@H]3CCCN4CCCC(=CN12)[C@@H]34	2%

# This part in full, repeating the preview:
compound	ALOX12 inh
Cc1ccc(C(=O)NCCN2CCC3(CC2)C(=O)NCN3c2ccccc2)cc1	u
COc1cc2c(cc1-c1ccncc1)NC(=O)C21CCN(C(C)=O)CC1	-24%[176 µM]
CN1C(=O)CO[C@H]2CN(C3CCOCC3)C[C@H]21	67%[activator][176 µM]
CC(C)(C)c1o[nH]c(=O)c1C[C@H](N)C(=O)O	u
O=C1CCC[C@H]2[C@H]3CCCN4CCCC(=CN12)[C@@H]34	2%
COc1ccc(-c2cc([C@H]3CN4CC[C@H]3C[C@@H]4CNC(=O)c3ccco3)n(C)n2)cc1OC	25%
C=CCNC(=O)C(C)OC(=O)c1cn(C)c2ccccc12 (centres undefined)	9%
COc1cc2c(cc1Oc1ccccc1)NC(=O)C21CCN(Cc2cccnc2)CC1	-7%[176 µM]
Cc1ccc(-n2c(CC3C(=O)Nc4ccccc43)nc3ccccc3c2=O)cc1 (centres undefined)	u
N=C(N)c1cc([N+](=O)[O-])cc([N+](=O)[O-])c1	u
O=c1cccc2n1C[C@H]1C[C@@H]2CN(C[C@H]2CN3CC[C@H]2C[C@@H]3CNS(=O)(=O)c2ccccc2)C1	13%
N#Cc1ccc(CN2CCC3(CC2)CCN(C(=O)Oc2ccccc2)CC3)cc1	-9%[57.4 µM]
CCN(CC)Cc1nccn1-c1ccc([N+](=O)[O-])cc1C(=O)c1ccccc1Cl	-5%[22.9 µM]
C#CCN(C)C[C@H]1CN2CC[C@H]1C[C@@H]2CNC(=O)Nc1ccccc1	18%[176 µM]
CCCCC1CN2CCCC2CN1 (centres undefined)	u
COc1cccc([C@@H]2CCN(Cc3cc4ccccc4n(C)c3=O)C[C@H]2O)c1	-8%
CCCCc1ccc(O)cc1	0%[176 µM]
COc1ccc2c(c1)C1(CCN(C(=O)c3cccc(C)c3)C1)C(=O)N2C (centres undefined)	-2%
COc1ccccc1NC(=O)N1C[C@@H]2C[C@H](C1)c1ccc(-c3ccccc3C)c(=O)n1C2	66%[activator][176 µM]
O=C(O)COCC(=O)N1C[C@@H]2C[C@H](C1)c1ccc(-c3cccc(C(F)(F)F)c3)c(=O)n1C2	48%[activator]
Cn1nc(-c2cccs2)cc1[C@H]1CN2CC[C@H]1C[C@@H]2CNC(=O)C1CCCCC1	13%[176 µM]
O=C1N(C2CCCCC2)C[C@H]2CN(Cc3ccncc3)CCN12	58%[activator][176 µM]
Cc1noc(C)c1S(=O)(=O)N1[C@H]2CC[C@@H]1c1cnc(-c3ccc(F)cc3)nc1C2	20%
Cc1[nH]c2ccc(F)cc2c1CC(=O)N1CCN(CC(=O)N2CCCC2)CC1	6%
CCCn1cc(C(=O)NCC2CCCN2CC)c2ccccc21 (centres undefined)	6%
CN(Cc1cccs1)C(=O)CCl	u
COc1cc2c(cc1Oc1ccccc1)NC(=O)C21CCN(CC2CC2)CC1	71%[activator][176 µM]
CC(C)C(CN1CCC(C)(c2cccc(O)c2)[C@@H](C)C1)NC(=O)C1Cc2ccc(O)cc2CN1 (some centres undefined)	u
COc1ccc(-c2cc([C@H]3CN4CC[C@H]3C[C@@H]4CNC(C)=O)n(C)n2)cc1	102%[activator][176 µM]
COC(=O)c1ccc(NC(=O)N2[C@H]3CC[C@@H]2c2cnc(C)nc2C3)cc1	52%[activator]
CCCCN1CCC2(COC(=O)N2c2ccncc2)C1 (centres undefined)	-16%[176 µM]
Cc1ncc2c(n1)C[C@@H]1CC[C@H]2N1C(=O)Nc1ccc(F)cc1F	3%
CC(OC(=O)c1cn(C)c2ccccc12)C(=O)NC(C)(C)C (centres undefined)	19%
C=C[C@H]1CN2CC[C@H]1C[C@@H]2CNC(=O)C(CC)CC	35%[activator][176 µM]
Cc1ccccc1-c1ccc2n(c1=O)C[C@H]1C[C@@H]2CN(C(=O)c2cncnc2)C1	-16%[176 µM]
Cc1ccc(N2CC(C(=O)OCC(=O)Nc3ccc(C#N)c(Cl)c3)CC2=O)cc1 (centres undefined)	u
Cc1ccc(CNCCc2c[nH]c3ccccc23)c(C)c1	13µM*
N#Cc1cccnc1N1CC2CCC(C1)N2CC(F)(F)F	-5%[12.5 µM]
CC(=O)N1CC2(CCN(Cc3cccnc3)C2)Cc2ccccc21 (centres undefined)	3%[6.33 µM]
COc1ccccc1-n1cc(C2=CCN(CCOCCO)CC2)cn1	68%[activator]

# 6 consecutive compounds already listed, for reference:
compound	ALOX12 inh
Cc1ccccc1-c1ccc2n(c1=O)C[C@H]1C[C@@H]2CN(C(=O)c2cncnc2)C1	-16%[176 µM]
Cc1ccc(N2CC(C(=O)OCC(=O)Nc3ccc(C#N)c(Cl)c3)CC2=O)cc1 (centres undefined)	u
Cc1ccc(CNCCc2c[nH]c3ccccc23)c(C)c1	13µM*
N#Cc1cccnc1N1CC2CCC(C1)N2CC(F)(F)F	-5%[12.5 µM]
CC(=O)N1CC2(CCN(Cc3cccnc3)C2)Cc2ccccc21 (centres undefined)	3%[6.33 µM]
COc1ccccc1-n1cc(C2=CCN(CCOCCO)CC2)cn1	68%[activator]

# Further records.
compound	ALOX12 inh
Cc1cncc(N2CC3CCC(C2)N3CC(F)(F)F)c1	6%[12.5 µM]
O=C(NCCN1CCC2(CC1)C(=O)NCN2c1ccccc1)c1cc(C(F)(F)F)ccc1C(F)(F)F	u
COC(=O)[C@@]1(Sc2ccc(C)cc2)CC(=O)N(P(=O)(OC)OC)[C@@H]1c1ccccc1	u
CCN(CC)C(=O)c1ccc(NC(=O)CSc2ccc3ccccc3n2)cc1	-22%
Cc1cccc(OCC(=O)N2CCN(Cc3ccc(=O)n(C)c3)CC2)c1	-3%
Cc1cccc2[nH]cc(C3=CCN(C(C)C(=O)NC4CC4)CC3)c12 (centres undefined)	u
CN1CCC2(CC1)CNCc1ccccc1O2	45%[activator]
O=C(C1CCCCC1)N1[C@H]2CC[C@@H]1c1cnc(-c3ccc(F)cc3)nc1C2	-2%
CC1=NOC2(CCN(Cc3cncs3)C2)C1 (centres undefined)	39%[176 µM]
Clc1ccc(CO/N=C(\Cn2ccnc2)c2ccc(Cl)cc2Cl)c(Cl)c1	-20%[22.9 µM]
O=C(Nc1ccc2n(c1=O)C[C@H]1C[C@@H]2CN(C(=O)Nc2ccccc2)C1)c1ccncc1	56%[activator][176 µM]
COc1ccccc1-c1cc([C@H]2CN3CC[C@H]2C[C@@H]3CNC(=O)c2ccco2)nc(C)n1	32%[activator][176 µM]
O=C(NC(O)C(Cl)(Cl)Cl)c1ccco1 (centres undefined)	-16%
O=C(c1ccc2c(c1)CCO2)N1C[C@@H](c2ccc(F)cc2)[C@@H]2[C@H]1C1CCN2CC1	0%
N#Cc1ccc(CN2CC[C@@]3(CCCN(C(=O)Oc4ccccc4)C3)C2)cc1	7%[57.4 µM]
CC1C(c2ccc(F)cc2)=[N+]([O-])C(C)(C(=O)c2ccccc2)N1O (centres undefined)	4%

# The list goes on:
SMILES,ALOX12 inh
CCOC(=O)[C@]12Cc3c(cc(OC)c(OC)c3OC)[C@H]1N(C)C(=O)c1cc(OC)ccc12,u
CC(C)C(=O)N1CC[C@@H]2COCCN(Cc3cccnc3)[C@@H]2C1,19%
COc1ccc(C)cc1NC(=O)c1cn(C)c2ccccc12,-3%
CSc1ccc(-c2ccc(=O)n3c2[C@@H]2C[C@@H](CN(S(=O)(=O)c4cccs4)C2)C3)cc1,u
COc1ccc(CNCCc2cccc(Cl)c2)cc1,u
CC(C)c1ccc(NC(=O)OC[C@H]2C[C@@H]3CCN2C[C@@H]3c2cc(C3CCCC3)nc(-c3ccncc3)n2)cc1,u
COCCOCCO,-8%[57.4 µM]
Cn1nc(-c2cccs2)cc1[C@H]1CN2CC[C@H]1C[C@@H]2CNC(=O)c1ccc2c(c1)OCO2,28%
COc1ccc2[nH]c(C)c(CCNCC(C)(C)C)c2c1,-60%
Cn1nc(-c2ccc(F)cc2)cc1[C@H]1CN2CC[C@H]1C[C@@H]2CNC(=O)Nc1cccc(C#N)c1,34%[activator]
Cc1cc(Br)cn2c(CC(=O)N3CCCCC3)c(-c3ccc(F)cc3)nc12,0%
CN(C)[C@@H]1CN(C(=O)Cc2ccccc2F)C[C@H]1CO,4%
Cc1ncsc1CN1CC(CO)C2(CCNCC2)C1 (centres undefined),u
O=C1OCC2(CCN(Cc3cccc(Cl)c3)C2)N1c1ccncc1 (centres undefined),14%[176 µM]
Cc1ccccc1OCCNc1ccc([N+](=O)[O-])c2cccnc12,16%
Cn1ccc2ccc(C(=O)N3CCC(C#N)(c4ccccc4)CC3)cc21,-9%
CN1CCN(C(=O)Cc2ccc(Cl)cc2Cl)CC1,4%
C=C[C@H]1CN2CC[C@H]1C[C@@H]2CNCc1ccc2c(c1)OCO2,101%[activator][176 µM]
O[C@@H]1CCCC[C@@H]1N1CCC(c2ccccc2)CC1,-2%
COc1ccc(CNCCc2cccc(F)c2)cc1,u
O=C(c1ccncc1)N1CC2CCC(C1)N2Cc1cccs1,0%[6.33 µM]
CSc1cccc(NC(=O)NC[C@H]2C[C@@H]3CCN2C[C@@H]3CN(C)c2ccccc2)c1,u
COc1cc2c(cc1-c1cc3cc4ccoc4cc3oc1=O)OCO2,0%
Cc1cccc2nc(-c3ccccc3)c(-c3ccc(CN4CCC(n5c(=O)[nH]c6ccccc65)CC4)cc3)nc12,u
O=C(NC[C@H]1C[C@@H]2CCN1C[C@@H]2CN1CCCC1)c1ccccc1,11%[176 µM]
CCC(CC)c1cc([C@H]2CN3CC[C@H]2C[C@@H]3COC(=O)Nc2ccc(C(C)(C)C)cc2)nc(-c2ccncc2)n1,50µM*
Cc1nc(-c2cccs2)cc([C@H]2CN3CC[C@H]2C[C@@H]3CO)n1,23%[176 µM]
O=C(Cc1ccc(F)cc1Cl)N1C[C@H]2CC[C@@H]1CN(Cc1cccnc1)C2,15%
O=C1CS(=O)(=O)C2(CCNCC2)N1c1ccccc1,u
OCC1CN2CCCCC2CN1 (centres undefined),48%[activator][365 µM]
COc1ccccc1[C@H]1CN(C(=O)C2[C@H]3CNC[C@@H]23)[C@@H]2C3CCN(CC3)[C@H]12 (some centres undefined),22%
CC(C)[C@H]1C(=O)N[C@H](CO)Cc2c[nH]c3cccc(c23)N1C,40µM*
C=C(Cl)CN1CCN(c2cccc(C(F)(F)F)c2)CC1,-2%
O=C(CN1CCCC1=O)NCc1ccccc1C(F)(F)F,33%[activator]
CCN1C[C@@]2(COC)CCC(OC)[C@]34C5C[C@]6(O)[C@@H](OC)C[C@](OC(C)=O)(C([C@H](OC)C23)[C@H]14)C5[C@H]6OC(=O)c1ccc(OC)cc1 (some centres undefined),-2%[57.4 µM]
CC(C)CN1CC2(CCN(C(=O)c3ccncc3)CC2)C1,22%[57.4 µM]
c1ccc(N2CCC3(CCNCC3)CC2)nc1,u
CN(C)CCN(C)C[C@H]1CN2CC[C@H]1C[C@@H]2CNC(=O)Nc1ccsc1,74%[activator][176 µM]
COc1ccc(S(=O)(=O)NC[C@H]2C[C@@H]3CCN2C[C@@H]3CN2CCc3ccccc32)cc1,u
O=C(Nc1ccccc1)[C@H]1CN2CCC1C[C@@H]2Cn1cc(CSc2ccccc2)nn1 (some centres undefined),42%[activator][176 µM]
C#C[C@H]1CN2CC[C@H]1C[C@@H]2CNC(=O)COC,36%[activator][176 µM]
C#C[C@H]1CN2CC[C@H]1C[C@@H]2CNCc1ccc(C(C)C)cc1,73%[activator][176 µM]
N[C@@H](CCP(=O)(O)O)C(=O)O,u
COc1ccccc1-c1cc([C@H]2CN3CC[C@H]2C[C@@H]3COC(=O)Nc2ccc(C(C)C)cc2)n(C)n1,u
C#CCN1CCN(Cc2ccc(OC)c(OC)c2)CC1,2%
O=C(c1cn(Cc2ccccc2F)c2ccccc12)C1CCCCC1,-27%
CSc1cccc(NC(=O)NC[C@H]2C[C@@H]3CCN2C[C@@H]3CN2CCN(c3ccccc3)CC2)c1,74%[activator]
COc1ccc(N(C(=O)Oc2c(C)cccc2C)c2ccnc(Nc3ccc(N4CCN(C)CC4)cc3)n2)c(OC)c1,u
CS(=O)(=O)N1Cc2cc(Br)ccc2-n2nncc2C1,-4%
Cc1ncc2c(n1)C[C@@H]1CC[C@H]2N1C(=O)c1nn(C)c2ccccc12,40%[activator]
c1ccc(-n2nnnc2C2(NC3CCCCC3)CCCCC2)cc1,1%
CC(=O)OC1CC2(O)[C@@H]3CCC4CC(OC5CC(O)C(OC6CC(O)C(OC7CC(O)C(O)C(C)O7)C(C)O6)C(C)O5)CCC4(C)[C@H]3CCC2(C)C1C1=CC(=O)OC1 (some centres undefined),-66%
Cc1ccc(C(=O)N2CCC3(CC2)c2nccn2-c2ccccc2CN3CC(C)C)cc1F,7%
Cn1nccc1CN1CCCC2(CC(c3cccnc3)=NO2)C1 (centres undefined),12%[6.33 µM]
CC(C)N1CC2CCC(C1)N2C(=O)N1CCCC1,8%[12.5 µM]
c1cc(CN2CCC3(CCNCC3)CC2)ccn1,0%[57.4 µM]
c1cnc(N2CCC3(CCNCC3)CC2)nc1,u
COc1cc2c(cc1-c1cccc(NC(C)=O)c1)NC(=O)C21CCN(C(C)=O)CC1,24%[176 µM]
N#CC(C#N)=Cc1c[nH]c2ccccc12,u
